# Platelet DG rel: modulates dense granule release in human platelets. human platelet-rich plasma, SFLLRN dense granule ATP release, luminescence. actives 0.22% (n = 300,000). AID 1663. inhibition, %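 (compounds screened at 7.5 µM in platelet-rich plasma)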;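 active = mean replicate score, as percent of positive control, at or above 50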
# SKKanGAS inh: blocks kanamycin growth of S. pyogenes SKKanGAS strain | BacTiter-Glo, 6 h | inhibition, % at 7.5 µM | actives 1.3% (n = 300,000);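 active = mean replicate score, as percent of positive control median, at least 50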;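 note: strain carries kanamycin resistance gene driven by streptokinase promoter and grows in 40 µg/ml kanamycin; loss of luminescence reflects streptokinase promoter inhibition or plain growth inhibition; 0% = median of DMSO wells and 100% = positive control at its reference dose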
# MrgX1 PAM: human MrgX1 positive allosteric modulation, primary screen | B-score at 10 µM | AID 588675 | MrgX1-HEK293, Fluo-4 calcium flux, FDSS; stronger effect = higher value | actives 0.63% (n = 310,000) | Q96LB2;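 active = plate-corrected calcium response at least 3 library SD above typical, normal starting fluorescence, not activating the receptor alone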;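 note: compound read alongside a low EC10 to EC30 dose of BAM8-22 agonist; peak minus trough fluorescence over baseline measured at the second addition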
# Target sequence (Q96LB2 whole entry, looked up): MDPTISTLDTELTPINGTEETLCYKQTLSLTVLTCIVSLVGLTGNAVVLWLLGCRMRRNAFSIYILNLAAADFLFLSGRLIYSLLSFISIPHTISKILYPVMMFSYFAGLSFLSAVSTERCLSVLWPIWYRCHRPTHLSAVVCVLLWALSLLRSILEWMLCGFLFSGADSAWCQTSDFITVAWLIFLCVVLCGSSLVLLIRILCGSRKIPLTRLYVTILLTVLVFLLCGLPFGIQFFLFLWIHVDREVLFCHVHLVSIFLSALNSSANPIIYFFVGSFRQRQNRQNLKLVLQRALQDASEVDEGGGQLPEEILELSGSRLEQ
# TRPC4 inh: inhibitors of mouse TRPC4 channel; B-score at 10 µM; HEK293 TRPC4beta/mu-opioid, DAMGO-evoked Fluo4 calcium flux; stronger effect = lower value; actives 0.39% (n = 300,000); Q9QUQ5;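 active = B-score over 3 SD under the library average, no early fluorescence shift, positive overall ratio signal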
#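 Assay system: Stable TRPC4beta/mu-opioid receptor HEK293 cells | Reagent: DAMGO in two steps, submaximal then maximal | Compound dosing: Single concentration per test compound | Signal: Fluo4 Ca2+ flux fluorescence | Evaluation: Per-well B score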
# MrgX1 agonist: activates human MrgX1 receptor signaling. Q96LB2. MrgX1-HEK293 cells, Fluo-4 calcium fluorescence, agonist mode; stronger effect = higher value. B-score at 10 µM. actives 0.44% (n = 310,000);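 active = calcium response B-score plate-corrected fluorescence ratio at least 3 library SD, with starting fluorescence B-score inside 5 SD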
#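 Test system: Stable human MrgX1 HEK293 cell line | Schedule: Overnight plating before 1 h dye loading | Read-out basis: Baseline-normalised fluorescence change ratio, B-scored | Detection: Kinetic calcium dye fluorescence, Fluo-4 NW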
# TRPC6 inh: blocks the mouse TRPC6 cation channel | AID 2553 | HEK293-TRPC6, membrane potential dye, ACh-evoked depolarization; stronger effect = lower value | Q61143 | B-score at 10 µM | actives 1.1% (n = 310,000);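 active = B-score under library mean minus 3 SD, initial fluorescence not abnormally high, positive integrated signal ratio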;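 note: B-score derived from integrated fluorescence ratio over the kinetic read; more negative B-score means stronger inhibition of depolarization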
# HIF act: HIF pathway transcriptional activation; U2OS HRE-luciferase reporter, luminescence; normalized: DMSO 0%, desferrioxamine 100%; activation, % at 7.5 µM (by protocol); actives 0.32% (n = 300,000); AID 1910;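 active = mean activation of at least 10% of the iron chelator positive control signal, with at least half of replicates also reaching 10%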
# RGS4 act: potentiators or activators of RGS4 | actives 0.92% (n = 310,000) | HEK293 M3R/inducible RGS4, carbachol calcium flux Fluo4; stronger effect = lower value | AID 463111 | B-score at 10 µM;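 active = B-score of the integrated calcium signal more than 4 SD below the library mean, with starting fluorescence not abnormally high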;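 note: negative B-score means reduced calcium response which marks RGS4 activation or potentiation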
#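 Assay system: Inducible-RGS4 HEK293 cells carrying M3 receptor | Schedule: Compound preincubation 20 min at room temperature before agonist | Signal: Kinetic calcium fluorescence imaging with Fluo4-AM dye, 2 µM | Read-out basis: B score from integrated fluorescence ratio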
# TRPC6 activator: activates the mouse TRPC6 cation channel | Q61143 | HEK293-TRPC6 membrane potential dye fluorescence; stronger effect = higher value | actives 0.13% (n = 310,000) | B-score at 10 µM;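 active = B-score of the integrated fluorescence ratio above library mean plus 3 SD, and starting fluorescence ratio within library mean plus 5 SD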;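 note: higher score means more depolarization so channel activation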
# MrgX1 antagonist: antagonists of human MrgX1 receptor; Q96LB2; MRGX1-HEK293 calcium flux, Fluo-4, BAM8-22 antagonism; stronger effect = lower value; B-score at 10 µM; actives 1.3% (n = 310,000);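 active = calcium-response B-score plate-corrected more than 3 library SD below zero, starting fluorescence within 5 deviations, no agonist response on first addition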;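 note: peak minus trough fluorescence over baseline after final BAM8-22 challenge near maximal dose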
# RGS4 inh: human RGS4 inhibition. AID 463165. HEK293 M3R/RGS4 inducible, Fluo-4 calcium flux; stronger effect = higher value; triggered by carbachol at its EC20. actives 0.45% (n = 310,000). B-score at 10 µM;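 active = B-score, a plate-corrected calcium signal, over three deviations above library mean, with baseline fluorescence within five deviations of library mean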;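 note: RGS4 expression induced by doxycycline in cells with stable M3 receptor; B-score is computed from the integrated fluorescence ratio over baseline after carbachol; higher B-score means a larger calcium signal and so more RGS4 inhibition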
# Target sequence (P49798 whole entry, looked up): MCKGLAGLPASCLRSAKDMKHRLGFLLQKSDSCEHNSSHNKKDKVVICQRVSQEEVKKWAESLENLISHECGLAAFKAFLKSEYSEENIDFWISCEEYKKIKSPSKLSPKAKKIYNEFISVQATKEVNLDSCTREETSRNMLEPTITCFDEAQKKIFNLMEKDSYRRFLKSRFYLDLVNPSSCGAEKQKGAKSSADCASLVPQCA
# Active calls of the source: *; i = inactive; nt = no result given.
SMILES,Platelet DG rel,SKKanGAS inh,MrgX1 PAM,TRPC4 inh,MrgX1 agonist,TRPC6 inh,HIF act,RGS4 act,TRPC6 activator,MrgX1 antagonist,RGS4 inh
Cc1c(OC(C(=O)O)c2ccccc2)ccc2c(-c3ccccc3)cc(=O)oc12 (configuration not stated),2,0,i,i,i,i,0.0,i,i,i,i
Cc1cccc(NC(=O)c2ccc(S(=O)(=O)NCc3cccnc3)cc2)c1,1,29,i,i,i,i,0.1,i,i,i,i
COc1cc(C(=O)NCC(=O)OCc2ccccc2Cl)cc(OC)c1OC,-1,-12,i,i,i,i,-0.4,i,i,i,i
O=C(Nc1ccc2c3c(cccc13)CC2)c1ccc(Br)o1,2,-1,i,i,i,i,1.4,i,i,i,i
O=C(Nc1cccn2ncnc12)c1ccccc1,22,7,i,i,i,i,0.9,i,i,i,i
CC(C)(C)NC(=O)NC(=O)COC(=O)Cn1c(C(F)(F)F)nc2ccccc21,0,-2,i,i,i,i,-0.4,i,i,i,i
CCOC(=O)N1CCN(C(=O)C(C)N(c2ccccc2)S(C)(=O)=O)CC1 (configuration not stated),10,-5,i,i,i,i,0.2,i,i,i,i
Cc1ccc(NC(=S)NC2CCCC2)cc1,-1,-9,i,i,i,i,1.1,i,i,i,i
CCOC(=O)C1CCCN(C(=O)c2ccc(CS(=O)(=O)c3ccc(Br)cc3)o2)C1 (configuration not stated),29,0,i,i,i,i,nt,i,i,i,i
CCN(CC)C(=O)CSc1nc2ccccc2o1,0,-5,i,i,i,i,0.9,i,i,i,i
Cc1cccc(-c2oc3ccc(-c4ccc5c(c4)OCO5)cc3c2/C=C/c2ccc(N)cc2)c1,1,4,i,i,i,i,-0.7,i,i,i,i
COc1ccc(CCNC(=O)CNS(=O)(=O)c2ccc(F)c(Cl)c2)cc1OC,2,-6,i,i,i,i,-22,i,i,i,i
Cc1cc(=O)oc2cc(OCC(=O)NC3CC(C)(C)NC(C)(C)C3)ccc12,-12,2,i,i,i,i,-0.1,i,i,i,i
O=C(/C=C/c1ccccc1)N1CCCN(C(=O)/C=C/c2ccccc2)CC1,-1,0,i,i,i,i,-0.2,i,i,i,i
Cc1noc(C)c1S(=O)(=O)N(CCc1ccccc1)Cc1ccccc1,-5,54*,i,i,i,i,-0.1,i,i,i,i
Fc1ccc(CNCCC(Cc2ccccc2)c2ccco2)cc1 (configuration not stated),9,0,i,i,i,i,-0.1,i,i,i,i
CC(C)CNC(C)C(=O)Nc1ccc(S(N)(=O)=O)cc1 (configuration not stated),1,2,i,i,i,i,-0.5,i,i,i,i
O=C(CN1CCOCC1)Nc1c(-c2ccccc2)c2cc(Br)ccc2[nH]c1=O,4,-2,i,i,i,i,0.3,i,i,i,i
CCc1ccccc1N(C)S(=O)(=O)c1ccc2[nH]cc(C(=O)N3CCc4ccccc43)c(=O)c2c1,-1,10,i,i,i,i,-0.4,i,i,i,i
O=C(N/N=C/C1CC=CCC1)c1cc(Br)ccc1O (configuration not stated),-2,-2,i,i,i,i,0.3,i,i,i,i
N[C@@H](Cc1ccc(O)cc1)c1nnc([C@H](CC(=O)O)NC(=O)C2CCNCC2)o1,-4,1,i,i,i,i,-0.7,i,i,i,i
CC1CCCCN1S(=O)(=O)c1ccc(C(=O)Nc2nnc(-c3ccccc3Cl)o2)cc1 (configuration not stated),-4,97*,i,i,41*,i,-1.5,i,i,i,i
Cc1nn(C)c(Cl)c1CN1CCCC(C(=O)Nc2cccc(-n3cccn3)c2)C1 (configuration not stated),-2,-1,i,i,i,i,-0.2,i,i,i,i
COc1cccc(CNC(=O)CN(C)S(=O)(=O)c2ccc3c(c2)n(C)c(=O)c(=O)n3C)c1,-1,-13,i,i,i,i,0.1,i,i,i,i
O=C(OC(C(=O)NCc1ccco1)c1ccc(Cl)cc1)c1cccs1 (configuration not stated),-2,10,i,i,i,i,0.0,i,i,i,i
O=C(CCC(=O)N(Cc1ccco1)C(C(=O)NC1CCCC1)c1ccncc1)Nc1cccnc1 (configuration not stated),11,-2,i,i,i,i,-0.6,i,i,i,i
COc1ccc(OC)c(NC(=O)CCN2C(=O)c3cccc([N+](=O)[O-])c3C2=O)c1,3,-1,i,i,i,i,-6.8,i,i,i,i
O=C1NN=COc2ccccc21,-8,11,i,i,i,i,-0.1,i,i,i,i
CC(C)CCOc1ccc(C(=O)N2CCCC2C(=O)O)cc1 (configuration not stated),7,4,i,i,i,i,0.0,i,i,i,i
CCOc1ccc(CN2CCN(CC(O)Cn3c4ccccc4c4ccccc43)CC2)cc1 (configuration not stated),-5,7,i,i,i,i,-1.2,i,i,i,i
CCc1nc(SCC(=O)N2CCOCC2)c2c(=O)n(C)c(=O)n(C)c2n1,-3,-7,i,i,i,i,-0.5,i,i,i,i
Cc1ccc(NS(=O)(=O)c2cc([N+](=O)[O-])ccc2NNC(=S)Nc2cc(C)ccc2C)c(C)c1,9,41,i,i,i,i,-0.3,i,i,i,i
CCN(CC)c1ccc(C2C(C(=O)OC)=C(C)NC(C)=C2C(=O)OC)cc1,-3,7,i,i,i,i,-0.2,i,i,i,i
COc1ccccc1Nc1nc(N)nc(CSC(=S)N2CCOCC2)n1,11,-3,i,i,i,i,1.2,i,i,i,i
CCN1CCN(c2cc(C)c3cc(NC(=S)N4CCN(c5ccc(F)cc5)CC4)ccc3n2)CC1,0,-5,i,i,i,i,-0.9,i,i,i,i
COC(=O)c1sccc1Oc1c(Cl)cccc1[N+](=O)[O-],0,-4,i,i,i,i,-0.7,i,i,i,i
CC12COC3(C(=O)Nc4ccc([N+](=O)[O-])cc4)CC1CCC32C (configuration not stated),9,4,8.4*,i,i,i,0.3,i,i,i,i
c1ccc(N2CCN(c3ccc4nncn4n3)CC2)nc1,1,-5,i,i,i,i,-0.2,i,i,i,i
CC(C)CC(NC(=O)C(NC(=O)OC(C)(C)C)C(C)C)C(=O)NC(CCC(=O)OCc1ccccc1)C(N)=O (configuration not stated),4,2,i,i,i,i,-0.2,i,i,i,i
O=C(Nc1ccccc1C(=O)N1CCCCCC1)c1ccc(Cl)cc1,-1,6,i,i,i,i,-0.5,i,i,i,i
Cc1cccc(NC(=O)C2CCN(C(=O)NCc3ccccc3)CC2)c1C,9,3,i,i,i,i,-0.2,i,i,i,i
Cc1ccc(Cl)cc1N1CCN(C(=O)C2CCN(S(=O)(=O)c3cccnc3)CC2)CC1,4,-7,i,i,i,i,-0.3,i,i,i,i
CCN(CC)CCCN(Cc1cc2cc3c(cc2[nH]c1=O)OCO3)C(=S)NC,3,-3,i,i,i,i,-0.9,i,i,i,i
CCOC(=O)CN1C(=O)S/C(=C/c2ccc(OCc3ccc(C(=O)O)cc3)cc2)C1=O,-9,0,i,i,i,i,-31,i,i,i,i
Cc1cc(C)c(OCC(=O)OCC(=O)NCCC2=CCCCC2)c(C)c1,-11,2,i,i,i,i,0.6,i,i,i,i

# Profiles, quoted from the list. Order of screens: Platelet DG rel	SKKanGAS inh	MrgX1 PAM	TRPC4 inh	MrgX1 agonist	TRPC6 inh	HIF act	RGS4 act	TRPC6 activator	MrgX1 antagonist	RGS4 inh
# CCN1CCN(c2cc(C)c3cc(NC(=S)N4CCN(c5ccc(F)cc5)CC4)ccc3n2)CC1 in the list: 0	-5	i	i	i	i	-0.9	i	i	i	i
# CCN(CC)c1ccc(C2C(C(=O)OC)=C(C)NC(C)=C2C(=O)OC)cc1 in the list: -3	7	i	i	i	i	-0.2	i	i	i	i
# Cc1cc(C)c(OCC(=O)OCC(=O)NCCC2=CCCCC2)c(C)c1 in the list: -11	2	i	i	i	i	0.6	i	i	i	i

# Carrying on.
SMILES,Platelet DG rel,SKKanGAS inh,MrgX1 PAM,TRPC4 inh,MrgX1 agonist,TRPC6 inh,HIF act,RGS4 act,TRPC6 activator,MrgX1 antagonist,RGS4 inh
COc1ccc(OC)c2[nH]c(=O)c(CCNC(=O)c3ccc4c(c3)OCO4)cc12,-1,-19,i,i,i,i,-0.2,i,i,i,i
Cc1cc(-c2onc(C)c2C(=O)N/N=C/c2ccccc2)no1,0,5,i,i,i,i,0.0,i,i,i,i
CN1C(=S)SC(/[N+]([O-])=C/c2cccnc2)C1(C)C (configuration not stated),-2,-2,i,i,i,i,-0.6,i,i,i,i
Cc1ccc(Cn2c(SCC(C)C)nc3c2c(=O)[nH]c(=O)n3C)cc1,5,-6,i,i,i,i,-0.1,i,i,i,i
Cc1cccc(OCCCC(=O)Nc2ccc(S(=O)(=O)N3CCCC3)cc2)c1,1,-2,i,i,i,i,-1.0,i,i,i,i
Cc1ccc(C2C3=C(CCCC3=O)N=C3c4ccccc4C(=O)C32)cc1 (configuration not stated),-9,-9,i,i,i,i,0.8,i,i,-16*,i
CCN1CCN(C(=O)CN(c2ccc(F)cc2)S(=O)(=O)c2ccc(OC)c(OC)c2)CC1,0,-9,i,i,i,i,-1.6,i,i,i,i
COc1cc(NC(=O)COC(=O)CCc2cc(OC)c(OC)c(OC)c2)cc(OC)c1,0,-5,i,i,i,i,0.1,i,i,i,i
O=C(c1ccc(Cn2c(=O)[nH]c3ccccc3c2=O)cc1)N1CCN(c2ccccc2)CC1,0,5,i,i,i,i,-0.5,i,i,i,i
COc1ccc(OCCSc2nnc3sc4ccccc4n23)cc1,8,-7,i,i,i,i,1.6,i,i,i,i
OC(COc1ccc2ccccc2c1)CN1CCCC1 (configuration not stated),7,3,i,i,i,i,nt,i,i,i,i
COc1ccc(C)cc1NC(=O)c1ccc([N+](=O)[O-])cc1[N+](=O)[O-],1,-4,i,i,i,i,-0.9,i,i,i,i
O=C(O)CCCN1C(=O)c2ccc(Oc3cccc([N+](=O)[O-])c3)cc2C1=O,-3,8,i,i,i,i,-0.1,i,i,i,i
CCN1CN=C(NS(=O)(=O)c2ccc(C)cc2)NC1,2,5,i,i,i,i,-0.5,i,i,i,i
O=C(O)C1C2C=CC(C2)C1C(=O)N1CCN(C/C=C/c2ccccc2)CC1 (configuration not stated),1,-2,i,i,i,i,0.1,i,i,i,i
Cc1c(NC(=O)c2cc3nc(-c4ccc(Br)cc4)cc(C(F)(F)F)n3n2)c(=O)n(-c2ccccc2)n1C,-7,4,i,i,i,i,-0.6,i,i,i,i
CCN1C(=O)CCCc2ccccc21,6,3,i,i,i,i,-1.3,i,i,i,i

# Screening data: PubChem, several laboratories
